Screens from PubChem BioAssay.
GRP78 ERSR act: inducers of ER stress response in human glioma cells. U87-MG GRP78 promoter luciferase reporter, 16 h. Potency, µM, for inactives: at the top dose activation, hits mostly activators. 420,000 compounds, 0.02% hits. AID 602332; note: potency is the fitted concentration of half-maximal effect; series mostly up to about 76 µM; % of control where 0% means no effect; nearly all actives have a fitted effect of over 35% in size
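ERSR induction read as luciferase luminescence (Bright-Glo, 10 min at room temperature) in stably transfected human U87-MG glioma cells exposed to compounds for 16 h, using GRP78 as sensor.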
RXFP1 agonist: RXFP1 (human) receptor agonism; HEK293T-RXFP1 cAMP TR-FRET, 30 min; response scale: percent of porcine relaxin response, buffer zero; 370,000 compounds, 0.3% hits; Potency, µM (top dose mostly 57.5 µM), for the others: at the top dose activation, most hits filed as activators; note: potency is the fitted concentration of half-maximal effect; % is set by controls: 0 for no effect and ±100 for the full control effect; nearly all actives have a fitted effect of over 60% in size; many of its hits are not listed in these tables
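HEK293T cells stably expressing RXFP1 were pretreated with the PDE4 inhibitor Ro 20174, exposed to compounds for 30 min at 37C, lysed, and cAMP was read by TR-FRET. Data normalized to buffer (basal) and 29 nM porcine relaxin (100%).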
PI4K2A block: PI4K2A (human) kinase inhibition. purified PI4K2A, ADP-Glo luminescence, 1 h; active compounds read low. AID 1346378. 420,000 compounds, 0.13% hits. activity change, negative = inhibition, % at 76.9 µM. Q9BTU6; in the data active = activity change below about -50%; inconclusive = mostly about -30% to -49%;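 note: -100% = wells without enzyme as full effect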
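ADP-Glo luminescence measured ADP generated by PI4K2A enzyme (4 ug/mL before mixing) with 1.2 mM PI substrate (pre-mix) and 300 microM ATP (pre-mix). Tris pH7.5 buffer with MgCl2, Triton X-100; 1 h reaction at ambient temperature.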
USP1-UAF1 inh: USP1/UAF1 (human) deubiquitinase inhibition; 390,000 compounds, 0.23% hits; O94782; AID 743255; recombinant USP1/UAF1, Ub-Rhodamine cleavage fluorescence; Potency, µM (top dose mostly 57.1 µM), inactives show top-dose activity change, negative = inhibition, usual class: inhibitors; note: potency is the fitted concentration of half-maximal effect; % is set by controls: 0 for no effect and ±100 for the full control effect; nearly all actives have a fitted effect of over 60% in size; inactives centre near -12
Target sequence (O94782 whole entry, looked up): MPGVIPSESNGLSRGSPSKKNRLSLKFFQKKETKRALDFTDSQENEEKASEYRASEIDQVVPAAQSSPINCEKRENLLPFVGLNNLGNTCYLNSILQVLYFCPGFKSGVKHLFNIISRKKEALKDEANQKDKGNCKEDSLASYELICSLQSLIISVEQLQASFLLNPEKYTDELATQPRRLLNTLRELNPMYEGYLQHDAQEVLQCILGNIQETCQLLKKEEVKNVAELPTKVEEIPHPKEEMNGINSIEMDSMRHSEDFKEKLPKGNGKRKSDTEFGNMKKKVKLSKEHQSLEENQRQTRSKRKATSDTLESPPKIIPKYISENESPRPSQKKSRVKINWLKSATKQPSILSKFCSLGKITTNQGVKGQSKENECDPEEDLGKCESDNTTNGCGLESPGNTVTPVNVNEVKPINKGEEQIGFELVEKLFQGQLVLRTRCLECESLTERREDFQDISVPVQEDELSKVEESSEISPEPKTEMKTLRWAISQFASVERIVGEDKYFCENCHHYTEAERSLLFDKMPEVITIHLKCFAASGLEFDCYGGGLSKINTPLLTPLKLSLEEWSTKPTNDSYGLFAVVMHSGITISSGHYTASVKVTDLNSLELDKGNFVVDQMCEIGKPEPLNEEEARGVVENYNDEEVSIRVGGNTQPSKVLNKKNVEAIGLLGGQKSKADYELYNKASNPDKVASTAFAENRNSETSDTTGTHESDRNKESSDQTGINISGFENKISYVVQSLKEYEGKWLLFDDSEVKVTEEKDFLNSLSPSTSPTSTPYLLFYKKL
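In this screen, compounds sit with the deubiquitinase complex (1nM) for 15 min at room temperature before Ub-Rho is added at 150nM final. Fluorescence rise is then followed for 6 reads every 60 seconds.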
mIDH1 inhibitor: human IDH1 R132H inhibition; 390,000 compounds, 0.093% hits; IDH1-R132H enzyme, NADPH consumption, diaphorase/resazurin fluorescence; Potency, µM (top dose mostly 76.6 µM), without a hit: top-dose activity change, negative = inhibition, hits mostly inhibitors; note: potency is the fitted concentration of half-maximal effect; % is set by controls: 0 for no effect and ±100 for the full control effect; nearly all actives have a fitted effect of over 65% in size
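IDH1-R132H (0.5 ug/mL dispensed) in pH 7.5 Tris buffer was preincubated 30 min with compound, then given a substrate mix of 0.016 mM NADPH and 2 mM alpha-KG for 80 min at room temperature; remaining NADPH was read by diaphorase/resazurin fluorescence.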
Vif-APOBEC3F blk: inhibitors of Vif-A3F interaction; Potency, µM (doses to about 46.1 µM), for inactives: at the top dose activity, negative = active; AID 602313; 390,000 compounds, 0.2% hits; HeLa A3F-eYFP + Vif (tagged APOBEC3F with the HIV-1 protein that degrades it), YFP fluorescence increase; note: potency is the fitted concentration of half-maximal effect; % of control where 0% means no effect; nearly all actives have a fitted effect of over 65% in size
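Fluorescence increase (Ex 488/Em 500-530) after overnight compound treatment at 37 deg C flags inhibition of Vif-driven A3F-eYFP loss in stable HeLa A3F-eYFP/Vif cells seeded overnight beforehand.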
LDHA inh: inhibitors of human lactate dehydrogenase A | P00338 | 480,000 compounds, 0.15% hits | purified LDHA, NADH/diaphorase-resazurin fluorescence; active compounds read low | activity change, % (values are at about 110 or 230 µM); in the data active = activity change below about -30%; inconclusive = mostly about -25% to -30%;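 note: plate controls were DMSO wells for no effect and wells without enzyme for full effect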
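Human LDH5 at 2 nM final in Tris HCl pH 7.4 with 0.06 mM NADH and 0.2 mM pyruvate, reacted 5 minutes at room temperature. Remaining NADH coupled via diaphorase/resazurin; resorufin fluorescence read at 0 and 20 minutes, normalized to enzyme-free and DMSO wells.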
Vif-APOBEC3G blk: inhibitors of Vif-APOBEC3G interaction; Q9HC16; HeLa A3G-eYFP + Vif (tagged APOBEC3G with the HIV-1 protein that degrades it), YFP fluorescence, overnight; Potency, µM (top dose mostly 46.1 µM), for inactives: at the highest dose activity, negative = active, actives largely listed as inhibitors; 410,000 compounds, 0.076% hits; AID 602310;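 note: potency is the fitted concentration of half-maximal effect; % is set by controls: 0 for no effect and ±100 for the full control effect; nearly all actives have a fitted effect of over 60% in size; hits raise eYFP signal because A3G escapes Vif-driven loss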
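Read-out is eYFP fluorescence (Ex 488/Em 500-530) from Vif-expressing HeLa A3G-eYFP cells; more signal means A3G escaped Vif-mediated degradation. Cells plated overnight, compound pinned in, incubated overnight at 37 deg C.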
TrxR1 substrate: is turned over as a substrate by rat TrxR1; O89049; purified TrxR1 substrate turnover, NADPH consumption readout; Potency, µM (highest dose often 114 µM), without a hit: at the top dose activity change, negative = substrate turnover; 390,000 compounds, 0.01% hits; note: potency is the fitted concentration of half-maximal effect; % is set by controls: 0 for no effect and ±100 for the full control effect; nearly all actives have a fitted effect of over 50% in size
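Rat TrxR1, dispensed at 90 nM, was prereduced with 400 uM NADPH (final) for 5 min at ~22 deg C, then incubated with compound 15 min before 400 uM selenite. A first-read NADPH fluorescence drop versus no-compound background flagged substrates.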
Starred values were filed as active, the others as inactive; ? = inconclusive; · = not tested or not shown; & = joins results of further samples; [ ] = another dose, or the depositor's remark. Unless noted, calls come from the whole dose curve; as a rule, active = well fitted curve in the direction sought with a large enough effect; inconclusive = small, poorly fitted or top-dose-only effect, or another doubt; inactive = no such curve, though single readings can be large; an effect the other way counts as inactive or inconclusive. These rows are one share of the data; count on the stated rates, not on these rows.

Under each structure: GRP78 ERSR act	RXFP1 agonist	PI4K2A block	USP1-UAF1 inh	mIDH1 inhibitor	Vif-APOBEC3F blk	LDHA inh	Vif-APOBEC3G blk	TrxR1 substrate
(1) COc1ccc(/C=C/C(=O)OCC(=O)N(C)CC(=O)Nc2ccc(C)cc2)c(OC)c1
  0%	·	2	-6%	5%	2%	1	-3%	-2%
(2) O=C(CCCN1C(=O)/C(=C/c2ccccc2Cl)SC1=S)NCCCN1CCOCC1
  -13%	-0.1%	2	-8%	4%	-12%	0	-17%	-14%
(3) COc1cc(CNCCN(C)C)c(Br)cc1OCC(=O)NCc1ccccc1
  -4%	6.1%	-1	-7%	2%	2%	-3	-4%	-11%
(4) C=CCC1(CC=C)CCCN1C(=O)CC1C(=O)NCCN1Cc1ccc(OC)c(OC)c1 (centres undefined)
  0%	-0.9%	2	-12%	-6%	-1%	3	2%	-2%
(5) COCc1cc(=O)[nH]c2c1c(-c1ccccc1)nn2C
  -2%	5.0%	-1	3%	-3%	8%	-2	-5%	16%
(6) CCN(CC)C(=O)CSc1nnc(-c2c[nH]c3ccccc23)o1
  7%	-2.1%	-4	-11%	4%	-1%	-6	-6%	-3%
(7) Nc1ncnc2c1ncn2[C@@H]1O[C@H](C(=O)N2CCN(c3ccc(Cl)cn3)CC2)[C@@H](O)[C@H]1O
  -3%	·	-22	·	·	·	-6	0%	·
(8) CCCO/N=C1/C(=O)N(c2ccccc2)c2ccccc21
  0%	-3.9%	-3	-19%	-4%	-12%	0	-14%	-9%[57.1 µM]
(9) CC(C)(C)OC(=O)C[C@H]1C/C=C\C[C@H](CC(=O)NCCO)C(=O)NCCOC1=O
  -4%	·	5	-22%	-3%	1%	-7	-4%	9%[57.1 µM]
(10) O=C(COC(=O)C1(c2ccc(F)cc2)CCCC1)NCc1ccco1
  -9%	-3.2%	-1	-15%	14%	-1%	-13	1%	8%[57.1 µM]
(11) O=C1CCC(C(=O)N2CCCC(C(=O)c3ccc4ccccc4c3)C2)=NN1 (centres undefined)
  4%	2.1%	-3	-14%	9%	-5%	-4	-13%	8%
(12) Cc1ccc(-n2c(SCC(=O)Nc3ccc4c(c3)OCCO4)nc3c([nH]c4ccccc43)c2=O)cc1
  1%	0.5%	-3	-16%	-3%	0%	-5	-4%	19%[57.1 µM]
(13) c1ccc(-c2nnsc2-c2nc3ccccc3[nH]2)cc1
  -2%	-2.7%	0	-16%	-1%	0%	-10	-6%	12%[57.1 µM]
(14) COc1ccc(CNc2nc(Cl)c(C#N)s2)cc1
  11%	1.3%	-2	?	12%	-2%	-12	0%	5%[57.1 µM]
(15) C=CCN(CC=C)CCCOc1ccccc1C(=O)OC
  -3%	1.3%	-1	-16%	2%	15%	-17	-4%	6%
(16) CCN1C(=O)N(c2cccc3ccccc23)C(C)=CC1(C)C
  -6%	-1.0%	2	-18%	7%	4%	-3	-1%	-3%[57.1 µM]
(17) COc1ccc(S(=O)(=O)NCC2CCC(C(=O)NCc3cccnc3)CC2)cc1 (centres undefined)
  3%	0.0%	5	-3%	3%	-3%	-6	-1%	2%
(18) CCC(C)(C)n1nnnc1C(c1ccc(C)cc1)N1CCCC1 (centres undefined)
  -3%	-1.1%	-3	?	-1%	0%	2	-6%	2%
(19) COc1ccccc1NC(=O)Nc1ccccc1SC
  3%	3.3%	-2	0%	5%	-15%	-10	1%	8%[57.1 µM]
(20) CN1CCN(C(=O)CSc2nnc(COc3ccc(Cl)cc3)o2)CC1
  0%	-0.4%	5	-17%	-1%	-8%	-5	2%	4%[57.1 µM]
(21) CCCOc1ccc(C(=O)CCNc2ccc(C)c(Cl)c2)cc1
  -5%	2.3%	-3	0%	0%	-1%	-9	-1%	12%
(22) NS(=O)(=O)c1ccc(NC(=O)c2cc(-c3cccs3)nc3ccccc23)cc1
  -4%&-4%	5.8%&3.0%	-2&5	-9%&-9%	-7%&7%	2%&3%	-4&-1	-5%&-4%	26%&62%
(23) CC1CC(C)CN(C(=O)CCc2ccccc2)C1 (centres undefined)
  0%	0.0%	44	-3%	10%	10%	-3	0%	7%[57.1 µM]
(24) Cc1ccc(SCc2nc(-c3ccccc3)no2)cc1
  2%	-1.2%	-6	-8%	0%	-1%	-1	0%	10%[57.1 µM]
(25) COc1cccc(-c2nn(C)c3sc(C(=O)N4CCN(c5cccc(C(F)(F)F)c5)CC4)cc23)c1
  -1%	-0.6%	-1	-28%	-9%	1%	1	-1%	5%
(26) CCOc1cccc(NC(=O)/C(C#N)=C\c2cn(CC(=O)O)c3ccccc23)c1
  -1%	2.3%	-3	-24%	10%	-6%	0	0%	1%
(27) CN1CCN(CC(O)COCc2ccc3c(c2)OCO3)CC1 (centres undefined)
  -3%	0.0%	7	-12%	1%	-13%	4	1%	10%
(28) CCOC(=O)c1c(C)n(C)c2ccc(OC(=O)c3ccc(N4C(=O)CCC4=O)cc3)cc12
  -9%	6.9%	-3	-11%	1%	5%	-2	0%	-8%
(29) O=c1ccc2cc(S(=O)(=O)Nc3ccc(OC(F)(F)F)cc3)ccc2[nH]1
  -5%	0.1%	0	-21%	-10%	-9%	-7	3%	-14%
(30) COc1ccc(NC(=O)CSc2nccn2-c2ccccc2)c(OC)c1
  -3%	1.7%	5	-8%	2%	-9%	-1	0%	6%[57.1 µM]

Continued.
Under each structure: GRP78 ERSR act	RXFP1 agonist	PI4K2A block	USP1-UAF1 inh	mIDH1 inhibitor	Vif-APOBEC3F blk	LDHA inh	Vif-APOBEC3G blk	TrxR1 substrate
(31) COc1ccc2c(c1)c1c(c(=O)n(-c3ccccc3C)c(=O)n1CC(=O)NCc1ccc(C)cc1)n2C
  -2%	9.0%	-6	-6%	-5%	-3%	-12	0%	17%
(32) Oc1c(C(c2ccccc2Cl)N2CCOCC2)sc2nc(-c3ccco3)nn12 (centres undefined)
  -2%	1.1%	17	-16%	3%	2%	3	3%	5%[57.1 µM]
(33) O=C1CC(c2ccccc2Cl)=NN(c2ncnc3ccccc23)C1=O
  2%	3.7%	3	-11%	13%	1%	-2	-6%	-9%
(34) COc1ccc(Cn2c(CNS(=O)(=O)c3ccc(Cl)s3)nc3cccnc32)cc1
  -2%	0.4%	-3	-5%	10%	5%	1	-8%	-1%[57.1 µM]
(35) CC(=O)Nc1ccc(CN2CCCCCC2)cc1
  -5%	-0.8%	1	7%	1%	-4%	-8	2%	4%
(36) CCn1cc(C(=O)Nc2cccc(C(=O)OC)c2)c(=O)c2ccc(C)nc21
  -2%	-1.1%	-2	8%	6%	-3%	-3	-2%	-6%
(37) O=C(Nc1cccc(S(=O)(=O)NCc2ccco2)c1)c1cccc(Cl)c1
  -1%	·	4	-9%	-6%	-4%	-11	-2%	-5%
(38) CC(=O)c1cccc(NC(=O)C2CC(=O)N(c3ccc4c(c3)OCCO4)C2)c1 (centres undefined)
  -3%	-0.5%	-1	-14%	-2%	-1%	0	1%	-2%
(39) O=c1cc(O)nc(SCc2ccccc2)n1-c1ccc(Cl)cc1
  2%	-0.3%	-1	-14%	-3%	3%	-1	-7%	-2%
(40) Cc1ccc(-c2cc(-c3ccccc3)nc(N)c2C#N)o1
  -3%	3.9%	-1	-26%	-9%	?	0	?	28%
(41) O=C(CCn1c2c(c3ccccc31)CCCC2)NNC(=O)c1ccc([N+](=O)[O-])cc1
  -3%	-0.7%	-3	-22%	8%	0%	9	-6%	-3%
(42) CNC[C@H]1Oc2ccc(NC(=O)Nc3ccc4c(c3)OCO4)cc2C(=O)N([C@H](C)CO)C[C@@H]1C
  -3%	·	-4	-31%	4%	-9%	7	1%	-7%[57.1 µM]

Structural class, the compounds so far with fluorine
Under each structure: GRP78 ERSR act	RXFP1 agonist	PI4K2A block	USP1-UAF1 inh	mIDH1 inhibitor	Vif-APOBEC3F blk	LDHA inh	Vif-APOBEC3G blk	TrxR1 substrate
(10) O=C(COC(=O)C1(c2ccc(F)cc2)CCCC1)NCc1ccco1
  -9%	-3.2%	-1	-15%	14%	-1%	-13	1%	8%[57.1 µM]
(25) COc1cccc(-c2nn(C)c3sc(C(=O)N4CCN(c5cccc(C(F)(F)F)c5)CC4)cc23)c1
  -1%	-0.6%	-1	-28%	-9%	1%	1	-1%	5%
(29) O=c1ccc2cc(S(=O)(=O)Nc3ccc(OC(F)(F)F)cc3)ccc2[nH]1
  -5%	0.1%	0	-21%	-10%	-9%	-7	3%	-14%

Shown as labelled records: part of the list above.
36	CCn1cc(C(=O)Nc2cccc(C(=O)OC)c2)c(=O)c2ccc(C)nc21
  GRP78 ERSR act: -2%	RXFP1 agonist: -1.1%	PI4K2A block: -2	USP1-UAF1 inh: 8%	mIDH1 inhibitor: 6%	Vif-APOBEC3F blk: -3%	LDHA inh: -3	Vif-APOBEC3G blk: -2%	TrxR1 substrate: -6%

37	O=C(Nc1cccc(S(=O)(=O)NCc2ccco2)c1)c1cccc(Cl)c1
  GRP78 ERSR act: -1%	RXFP1 agonist: ·	PI4K2A block: 4	USP1-UAF1 inh: -9%	mIDH1 inhibitor: -6%	Vif-APOBEC3F blk: -4%	LDHA inh: -11	Vif-APOBEC3G blk: -2%	TrxR1 substrate: -5%
